Screening data: PubChem BioAssay, several laboratories
HPDE-C7 viability: HPDE-C7 pancreatic duct cell viability loss – fluorescence, HTS (AID 430); HPDE-C7 pancreatic duct cells viability, fluorescence; higher % means a stronger effect; hit rate 1.8% among 63,000; cytotoxicity, % at 10 µM; hits with a dose series show EC50 in µM;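 further: cells exposed to compound for 48 hours before viability readout; 0% = vehicle and 100% = reference cytotoxic drug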
Alkaline phosphatase: human TNAP enzyme inhibitors, biochemical, luminescent (AID 518); purified TNAP enzyme, luminescent substrate readout; higher % means a stronger effect; inhibition, % at 20 µM, or IC50 in µM where a hit was titrated; hit rate 0.09% among 64,000; in the data active means a potency from the dose series; inactive means the rest, 99 in 100 with inhibition below about 22%;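 further: plate controls were vehicle for no effect and reference inhibitor for full effect; many of its hits are not listed in these tables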
KRASV12 cytotoxicity: cytotoxicity in KRAS-transformed pancreatic duct cells, primary screen, cell-based, fluorescence, HTS (AID 431); HPDE-C7K KRASV12 cells, Alamar Blue viability, 48 h; higher % means a stronger effect; cytotoxicity, % at 10 µM; hits with a dose series show EC50 in µM; hit rate 1.7% among 63,000;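 active means compounds whose percent cytotoxicity in the single-dose primary screen, scaled between solvent and toxic-drug controls, exceeds 50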;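 further: 0% = DMSO solvent wells and 100% = doxorubicin-treated wells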
Bfl-1 inhibitors: Bfl-1 inhibitors, primary screen, biochemical, fluorescence polarization, FITC-Bid, mouse (AID 432). hit rate 0.02% among 64,000. displacement, % at 20 µM, or IC50 in µM where a hit was titrated. FITC-Bid BH3 peptide fluorescence polarization displacement; higher % means a stronger effect; in the data active means a potency from the dose series; inactive means the rest, 99 in 100 with displacement below about 15%; further: strong numbers were not always called active
LYP inhibition: LYP phosphatase inhibitors, primary screen, biochemical, DiFMUP fluorescence, recombinant catalytic domain, 10 µM (AID 606); recombinant LYP catalytic domain, DiFMUP fluorescence; higher % means a stronger effect; inhibition, % at 10 µM, or IC50 in µM where a hit was titrated; 52,000 tested, under 10 active;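 active means IC50 under 40 µM in the dose-response test; inactive means IC50 of 40 µM or more, or never dose-tested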
HT1080 viability: HT1080 cell viability loss – fluorescence readout (AID 620); hit rate 0.42% among 87,000; cytotoxicity, % at 10 µM; hits with a dose series show EC50 in µM; HT1080 viability, fluorescence; higher % means a stronger effect;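 further: cells exposed to compound overnight then 4 h with Alamar Blue; 0% = vehicle DMSO and 100% = killing control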
MK inhibit: inhibitors of Streptococcus pneumoniae mevalonate kinase | purified MK, PK/LDH-coupled NADH absorbance 340 nm | inhibition, % at 10 µM | hit rate 0.48% among 65,000 | AID 555;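 active means ranked among the strongest by inhibition in the single 10 µM screen, a fixed top-ranked set picked for dose follow-up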; further: no value below 0 was filed
Spn PMK inh: blocks S. pneumoniae phosphomevalonate kinase. purified PMK, PK/LDH-coupled NADH absorbance 340 nm. inhibition, % at 10 µM. hit rate 0.49% among 65,000. AID 539;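 active means top-ranked compounds by inhibition in the single 10 µM screen, taking a fixed number of the strongest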;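 further: 0% = full reaction with DMSO carrier and 100% = background rate without enzyme reaction; no value below 0 was filed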
Spn DPM-DC inh: blocks S. pneumoniae diphosphomevalonate decarboxylase; hit rate 0.49% among 65,000; purified DPM-DC, PK/LDH coupled NADH fluorescence; calls only at 10 µM; AID 556;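 active means the 320 compounds with the highest percent inhibition in the single-dose primary screen, excluding strongly autofluorescent ones, cut at about 32% in these data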;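 further: kinetic rate of NADH fluorescence loss reporting ADP formed by the decarboxylase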
Spn PMK inh pilot replicates: second read-out of Spn PMK inh, no call of its own (marks repeat the call); inhibition, %; measured here: pilot screen replicates
MK inhibit pilot replicates: also measured in MK inhibit; calls as there; inhibition, %; measured here: pilot screen replicates
Spn DPM-DC inh pilot screen %: also measured in Spn DPM-DC inh; calls as there; inhibition, %; measured here: pilot screen trials
* hit, by the source's call; i = inactive; x = no result given; + = active, no number. Unless noted, no stated cut-off is given here; in the data, active means cytotoxicity above about 50%; inactive means the rest.

SMILES | HPDE-C7 viability | Alkaline phosphatase | KRASV12 cytotoxicity | Bfl-1 inhibitors | LYP inhibition | HT1080 viability | MK inhibit | Spn PMK inh | Spn DPM-DC inh | others
OC(COCc1ccccc1)CN1CCN(c2ccccc2)CC1 (stereo not given) | 3% | 12% | -8% | 2% | 8% | 5% | 4 | 9 | i
COc1cccc(OC)c1C(=O)Nc1ccc(NC(=O)c2ccco2)cc1 | -22% | 7% | -15% | -6% | x | 1% | 3 | 15 | i
CCN1CCN(CC(=O)Nc2ccc3c(c2)OCO3)C(=O)C1=O | -1% | 4% | -1% | 5% | 3% | 4% | 4 | 14 | i
CC(Sc1nnc2ccccn12)C(=O)Nc1ccc(Cl)cn1 (stereo not given) | -4% | 6% | 6% | -4% | x | -4% | 10 | 0 | i
CCOc1ccc2[nH]c(=O)c(C(c3nnnn3CC3CCCO3)N3CCc4ccccc4C3)cc2c1 (stereo not given) | -13% | 12% | 0% | 8% | 2% | -3% | 6 | 28* | i | Spn PMK inh pilot replicates=1.5*;MK inhibit pilot replicates=0.0;Spn DPM-DC inh pilot screen %=7.5
c1ccc(-c2nnc3sc(CN4CCc5ccccc54)cn23)cc1 | x | x | x | x | 19% | -4% | 4 | 2 | i
Cc1cc(NC(=O)c2ccccc2)ncc1NC(=O)c1ccco1 | -10% | 8% | 2% | 2% | 14% | -1% | 9 | 8 | i | Spn PMK inh pilot replicates=0.0;MK inhibit pilot replicates=0.0;Spn DPM-DC inh pilot screen %=4.0
CCOC(=O)COc1ccc(S(=O)(=O)N2CCN(c3ccccc3F)CC2)cc1 | 3% | 15% | 2% | -2% | -5% | 0% | 10 | 6 | i
CCCCCc1c(C)nc(Nc2ccc(F)cc2)[nH]c1=O | -6% | 17% | -12% | 0% | 10% | 24% | 10 | 10 | i
CC1CN(C(=O)C(C)Sc2nc3ccccc3s2)CC(C)O1 (stereo not given) | 0% | 2% | -3% | -7% | x | 1% | 0 | 0 | i
Cn1c(NC(=O)C2c3ccccc3Oc3ccccc32)cc(=O)n(C)c1=O | 9% | 9% | 9% | -8% | 30% | 18% | 6 | 8 | i
COc1cccc(NC(=O)CSc2nc3c(c(-c4ccco4)c2C#N)CCCC3)c1 | -18% | -3% | -16% | 0% | -3% | -3% | 6 | 2 | i
CC(=O)C(Sc1nc(N2CCOCC2)nc(N2CCOCC2)n1)C(=O)Nc1ccccc1 (stereo not given) | x | 10% | x | -10% | 10% | -7% | 7 | 3 | i
Cc1nc(N)sc1-c1csc(Nc2ccccc2)n1 | 36% | 8% | 49% | 0% | -14% | 0% | 5 | 6 | i
Cc1cc(NC(=O)c2c(F)c(F)c(F)c(F)c2F)no1 | -3% | 9% | -12% | 1% | 6% | -5% | 7 | 4 | i
NC(=O)c1cc(-c2ccccc2)sc1NC(=O)Cc1ccc(S(=O)(=O)N2CCOCC2)s1 | 4% | 14% | 5% | -7% | 8% | -2% | 0 | 16 | i
CC12CCC(c3c(C(=O)Nc4nccs4)nn(-c4ccccc4)c31)C2(C)C (stereo not given) | 0% | -7% | -4% | -1% | 2% | -8% | 6 | 17 | i
CCC(=O)Nc1ccc(NC(=O)CSc2nnnn2CC)cc1C | 0% | 9% | 2% | 3% | x | 8% | 6 | 0 | i
O=C1CCCc2c1cc(C(=O)NCc1ccco1)c(=O)n2-c1ccc(Cl)cc1 | 3% | 11% | 1% | -13% | 5% | 4% | 6 | 0 | i | Spn PMK inh pilot replicates=1.5;MK inhibit pilot replicates=0.0;Spn DPM-DC inh pilot screen %=4.0
CCCCn1c(SCc2cccnc2)nc2c1c(=O)n(C)c(=O)n2C | -9% | 14% | -3% | 3% | 7% | 7% | 11 | 16 | i | Spn PMK inh pilot replicates=3.0;MK inhibit pilot replicates=0.5;Spn DPM-DC inh pilot screen %=3.0
COc1ccc(-c2ccc(-c3noc(-c4ccccc4OC)n3)c(OC)n2)cc1 | -10% | 19% | -14% | -123% | 11% | 4% | 7 | 4 | x | Spn PMK inh pilot replicates=0.0;MK inhibit pilot replicates=0.0
CCOC(=O)/C(C(N)=NCCO)=C(/O)c1ccccc1 | 4% | 7% | 7% | -2% | 4% | x | 6 | 5 | i
COc1ccc(OC)c(NC(=O)CSc2nnc(Cn3c(=O)sc4ccccc43)n2C)c1 | -11% | 7% | 5% | -1% | x | 4% | 4 | 0 | i
Cc1sc2ncn(CCC(=O)O)c(=O)c2c1C | -30% | 16% | -28% | 10% | 13% | 5% | 3 | 15 | i
CS(=O)(=O)N(CC(=O)NC1CCCCCC1)Cc1ccccc1 | -11% | 12% | -10% | 2% | 4% | -4% | 11 | 6 | i
Cc1cc(=O)oc(C)c1C(=O)NCCCN1C(C)CCCC1C (stereo not given) | 5% | 5% | 7% | 6% | x | 4% | 0 | 16 | i
O=C(COc1ncnc2sccc12)N1CCc2ccccc2C1 | 4% | 3% | 11% | -1% | x | 21% | 0 | 18 | i
CCOC(=O)C(NC(=O)Nc1ccc(F)cc1)(OCC)C(F)(F)F (stereo not given) | -31% | 14% | -15% | -6% | 12% | -4% | 2 | 8 | i
CCCOC(=O)C1C2C=CC3(CN(c4cccc(Cl)c4)C(=O)C13)O2 (stereo not given) | -4% | 19% | 2% | -2% | 0% | -5% | 2 | 7 | i | Spn PMK inh pilot replicates=0.0;MK inhibit pilot replicates=0.0;Spn DPM-DC inh pilot screen %=0.0
CCOC(=O)c1c(N)nn(C(=O)CC)c1-c1ccccc1 | x | x | x | x | 3% | -6% | 2 | 1 | i
CCc1nn(CC(=O)NCCCN(CC)Cc2ccccc2)c(=O)c2cc3sccc3n12 | -1% | 9% | -5% | -4% | 3% | 13% | 7 | 10 | i
O=C1CCc2cc(S(=O)(=O)NC(C(=O)NCc3cccnc3)c3ccccc3)ccc2N1 (stereo not given) | 5% | 7% | 5% | 1% | x | 3% | 9 | 0 | i
CCn1cc(C(=O)N2CCCCC2)c(=O)c2cc(S(=O)(=O)N3CCC(C)CC3)ccc21 | -7% | 7% | 4% | -3% | -18% | 3% | 9 | 11 | i
COC(=O)c1ccc(Cn2nc(C)c(Br)c2C)cc1 | -15% | 16% | -11% | -6% | 3% | 0% | 8 | 9 | i
Cc1ccc2c(c1)[C@@H]1CN(C)CC[C@@H]1N2S(=O)(=O)c1ccc(F)cc1 | 9% | 8% | 23% | 7% | 9% | 3% | 0 | 10 | i
CCOc1ccc(C(=O)CN2CCN(S(=O)(=O)c3ccc(Br)cc3)CC2)cc1 | -14% | 2% | -4% | -8% | x | x | 0 | 3 | i
CCOC(=O)Cc1cnc(NC(=O)Cn2nnc(-c3ccc(OCC)cc3)n2)s1 | -3% | 7% | -6% | -10% | 7% | 2% | 6 | 12 | i
O=S(=O)(c1ccc(S(=O)(=O)N2CCCC2)cc1)N1CCCCCC1 | -7% | 7% | -15% | -3% | 11% | 1% | 0 | 11 | i
COc1ccc(C2CC(C(F)(F)F)n3ncc(C(=O)O)c3N2)cc1OC (stereo not given) | -5% | -1% | -2% | 2% | -4% | 18% | 4 | 8 | i
CC(C)Cn1c(-c2ccc(Cl)cc2)cnc1SCC(=O)N1CCOCC1 | 3% | 4% | 12% | 1% | -1% | -3% | 12 | 12 | i
Nc1nc(C2CC2)c(Sc2sc(N)nc2C2CC2)s1 | 28% | 19% | 18% | -2% | 12% | 15% | 0 | 12 | i
CC(=O)Nc1nc(=O)c2ccccc2s1 | -23% | 10% | -22% | -1% | x | 1% | 8 | 2 | i
COc1ccc(-n2c3c(cc(C(=O)N4CCN(CCO)CC4)c2=O)C(=O)CC(C)(C)C3)cc1 | -4% | 2% | 2% | -6% | 6% | x | 8 | 0 | i
COc1ccc(OC)c(C(=O)COC(=O)CNC(=O)C2CCCCC2)c1 | -5% | 3% | -10% | -3% | -6% | 16% | 0 | 7 | i
CCOC(=O)C1CCCN(C(=O)c2sc3nc(C)nc(N4CCOCC4)c3c2C)C1 (stereo not given) | -2% | 3% | 5% | 1% | 9% | 4% | 0 | 12 | i
Cc1c2cnn(CC(=O)N3CCN(c4ncccn4)CC3)c(=O)c2c(C)n1Cc1ccc(F)cc1 | -13% | 9% | -4% | -2% | x | -6% | 0 | 18 | i | Spn PMK inh pilot replicates=0.0;MK inhibit pilot replicates=0.0;Spn DPM-DC inh pilot screen %=0.0
COC(=O)c1ccn(C(=O)c2ccc(Cl)cc2)n1 | -4% | 6% | -6% | -66% | 0% | 2% | 3 | 6 | i
COc1ccc(NC(=O)c2ccco2)cc1NC(=O)c1ccco1 | 1% | 12% | 8% | 1% | 9% | -5% | 0 | 16 | i
O=S(=O)(Cc1ccccc1Cl)N1CCN(Cc2ccc3c(c2)OCO3)CC1 | x | x | x | x | 4% | 5% | 2 | 5 | i
CCOC(=O)NC1(C(F)(F)F)C(=O)N(Cc2ccccn2)C2=C1C(=O)CC(C)(C)C2 (stereo not given) | -27% | 10% | -32% | -2% | 8% | 0% | 1 | 23 | i
CCOC(=O)Cc1csc(NC(NC(=O)CC)(C(F)(F)F)C(F)(F)F)n1 | -2% | 2% | -8% | -2% | 2% | 0% | 5 | 9 | i
COc1ccc2cc3cc(C(=O)NCCc4ccc(OC)c(OC)c4)oc3nc2c1 | 0% | 3% | 2% | -3% | -3% | 5% | 1 | 10 | x
O=C(Nc1ccc(-c2nc3ncccc3o2)cc1)c1ccco1 | 1% | -1% | -8% | 8% | 13% | 8% | 11 | 5 | +
COc1c(N2CCNC(C)C2)c(F)cc2c(=O)c(C(=O)O)cn(C3CC3)c12 (stereo not given) | -13% | 7% | -8% | -2% | 14% | 3% | 1 | 12 | x
Cc1ccc(S(=O)(=O)NC2CCOC(C)(C)C2)cc1 (stereo not given) | -24% | 13% | -15% | -2% | 5% | -6% | x | 3 | i
Cc1ccc(N(CC(=O)NCc2ccco2)S(=O)(=O)c2ccccc2)cc1 | -32% | 4% | -12% | -4% | -7% | 6% | 11 | 4 | i

Some of these compounds in order of molar mass, low to high.
SMILES | HPDE-C7 viability | Alkaline phosphatase | KRASV12 cytotoxicity | Bfl-1 inhibitors | LYP inhibition | HT1080 viability | MK inhibit | Spn PMK inh | Spn DPM-DC inh | others
COC(=O)c1ccn(C(=O)c2ccc(Cl)cc2)n1 | -4% | 6% | -6% | -66% | 0% | 2% | 3 | 6 | i
O=C(Nc1ccc(-c2nc3ncccc3o2)cc1)c1ccco1 | 1% | -1% | -8% | 8% | 13% | 8% | 11 | 5 | +
O=S(=O)(Cc1ccccc1Cl)N1CCN(Cc2ccc3c(c2)OCO3)CC1 | x | x | x | x | 4% | 5% | 2 | 5 | i

Random draw from the library. Share with any hit: about 3.3%.
